AHR activator = AHR activators, primary screen, cell-based, luminescence, luciferase reporter, human | activation, % at 5 µM | Aryl hydrocarbon receptor (Homo sapiens), P35869 | AID 2796, 2010 | AHR-responsive luciferase reporter cells | 320,000 compounds, 2.5% hits; in the data active = activation above about 47%;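 note: 0% = vehicle wells and 100% = reference agonist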
Target sequence (P35869 whole entry, looked up): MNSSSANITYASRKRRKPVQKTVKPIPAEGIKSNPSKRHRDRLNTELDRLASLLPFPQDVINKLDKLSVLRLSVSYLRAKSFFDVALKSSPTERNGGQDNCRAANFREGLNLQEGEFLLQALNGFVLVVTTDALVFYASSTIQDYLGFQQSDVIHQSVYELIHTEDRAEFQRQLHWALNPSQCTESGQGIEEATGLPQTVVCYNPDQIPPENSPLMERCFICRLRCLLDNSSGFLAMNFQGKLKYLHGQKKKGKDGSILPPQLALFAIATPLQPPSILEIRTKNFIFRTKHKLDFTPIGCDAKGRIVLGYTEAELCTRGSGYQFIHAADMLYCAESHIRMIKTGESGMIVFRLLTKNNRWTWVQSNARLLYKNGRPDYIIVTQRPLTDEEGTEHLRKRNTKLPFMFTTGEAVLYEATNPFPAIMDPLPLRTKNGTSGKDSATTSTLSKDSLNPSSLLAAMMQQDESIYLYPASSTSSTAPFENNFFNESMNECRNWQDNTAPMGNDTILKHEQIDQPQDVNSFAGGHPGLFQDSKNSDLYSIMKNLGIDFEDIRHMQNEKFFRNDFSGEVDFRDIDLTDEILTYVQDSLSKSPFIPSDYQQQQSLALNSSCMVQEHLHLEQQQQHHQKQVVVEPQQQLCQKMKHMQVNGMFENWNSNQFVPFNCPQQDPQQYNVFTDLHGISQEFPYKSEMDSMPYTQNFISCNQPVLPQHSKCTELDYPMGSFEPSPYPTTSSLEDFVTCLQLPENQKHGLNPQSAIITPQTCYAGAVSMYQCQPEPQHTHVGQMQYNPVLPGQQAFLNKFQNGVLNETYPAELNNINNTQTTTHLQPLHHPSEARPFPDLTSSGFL
ZTA DNA inh = blocks Epstein-Barr virus ZTA, an EBNA-1 counter-screen | P03206 | ZTA-DNA binding, fluorescence polarization | inhibition, % at 11 µM | 320,000 compounds, 0.15% hits | AID 2234; in the data active = inhibition above about 33%
RPL19A-GFP yeast = RPL19A-GFP expression modulators in yeast, primary screen, cell-based, S. cerevisiae, multiplex flow cytometry, MLPCN; S. cerevisiae RPL19A-GFP strain, 3 h; active compounds read low; percent response vs DMSO, % at 10 µM; 330,000 compounds, 0.3% hits;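 active = percent response vs DMSO below 50%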;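 note: median channel GFP fluorescence of the barcoded RPL19A-GFP strain; ratio of sample median GFP to plate DMSO average so 100% = DMSO; lower means less RPL19A-GFP as with rapamycin TOR inhibition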
LAP4 TOR yeast = modulators of LAP4-GFP expression in yeast, primary screen, S. cerevisiae, multiplex flow cytometry, MLPCN library; 3 h; median GFP as percent of DMSO wells; GFP response vs DMSO, % at 10 µM; 320,000 compounds, 0.34% hits;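 active = GFP response vs DMSO above a set limit, about the screen mean plus 3 SD, cut at about 150% in these data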
MEP2-GFP yeast = modulators of MEP2-GFP levels in yeast, primary screen, S. cerevisiae, multiplex flow cytometry, MLPCN library. S. cerevisiae MEP2-GFP strain, 3 h; 100% = DMSO control level. GFP response vs DMSO, % at 10 µM. 330,000 compounds, 0.51% hits. AID 2016, 2009;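 active = GFP response versus DMSO above a set limit, roughly screen mean plus 3 SD, cut at about 180% in these data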;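 note: median GFP fluorescence of the barcode-gated MEP2-GFP cells per well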
proCasp7 act = procaspase-7 activators, primary screen, counter-screen for procaspase-3 activator project, biochemical, absorbance, HTS, human; Caspase-7 (Homo sapiens), P55210; recombinant procaspase-7, Ac-DEVD-pNA absorbance 405 nm; D23A/D198A/D206A triple mutant, cannot self-cleave; scale: DMSO 0, 5 µM enzyme 100; activation, % at 8.5 µM; 330,000 compounds, 0.093% hits; AID 463210, 2010;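 active = percent activation above the screen-wide mean plus 3 SD, cut at about 25% in these data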
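signal = Epi-absorbance of released pNA at 405 nm, two timepoints | assay system = Uncleavable procaspase-7 mutant enzyme | reagent = Ac-DEVD-pNA substrate, 400 µM as added | times = 1 h enzyme–compound preincubation and 2 h substrate reaction, both 25 °C | benchmarks = low DMSO alone, high DMSO plus 5 µM PC-7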
procasp3 activ = activators of human procaspase-3 D3A mutant, primary screen, biochemical, absorbance, PC-3 D3A mutant, single concentration; activation, % at 8.5 µM; Caspase-3 (Homo sapiens), P42574; 330,000 compounds, 0.11% hits; recombinant procaspase-3 D3A, Ac-DEVD-pNA absorbance 405 nm;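 active = activation above the mean of all tested compounds plus 3 SD, cut at about 21% in these data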;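 note: 0% = DMSO alone and 100% = DMSO wells spiked with extra 5 µM PC-3 D3A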
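Test system: Procaspase-3 D3A mutant, all three cleavage aspartates alanine | Dosing: Single dose, 8.5 µM nominal compound, 0.8% DMSO | Schedule: 1 h preincubation, 2 h reaction | Technique: 405 nm absorbance of p-nitroaniline, reads at 0 and 120 min | Repeats: One well per compound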
EBNA-1 inh = EBNA-1 DNA-binding inhibitors, primary screen, biochemical, fluorescence polarization | 300,000 compounds, 0.34% hits | AID 1950, 2009 | inhibition, % at 14.8 µM; in the data active = inhibition above about 28%
Numbers without * were called inactive; nt = no result given; [ ] = another dose, or the depositor's remark.

No.	SMILES	AHR activator	ZTA DNA inh	RPL19A-GFP yeast	LAP4 TOR yeast	MEP2-GFP yeast	proCasp7 act	procasp3 activ	EBNA-1 inh
1	CCCCN(CCCC)CCCNC(=O)C12CN(Cc3ccccc3)CC1C(c1cccc([N+](=O)[O-])c1)=NO2 (stereo unspecified)	0	1	105	101	100	-1	-7	-2
2	COc1ccc(CNC(=O)COC(=O)c2cccs2)cc1	1	-1	103	94	108	10	5	2
3	CCOC(=O)N1CCC(N2Cc3cccc(C(=O)NC(C)c4ccc5c(c4)OCCO5)c3C2=O)CC1 (stereo unspecified)	1	-2	99	104	110	1	4	-19
4	COc1ccc(/C=C2/SC(=S)N(CCC(=O)O)C2=O)cc1	-16	-1	100	116	107	-27	-6	-22
5	O=C(Nc1nnc(-c2ccco2)s1)C1CCCCC1	-4	4	93	118	99	13	5	7
6	Cc1csc(=O)n1CCC(=O)OCc1nnc(-c2ccccc2Cl)o1	2	nt	96	105	102	-4	-8	nt
7	COc1ccc(-c2nnn(CC(=O)N(CC(=O)NCCC(C)C)c3ccccc3)n2)cc1OC	7	-5	99	101	104	-3	1	4
8	S=C(Nc1cccc(Br)c1)c1ccccc1	79*	0	107	109	106	7	-6	-8
9	COc1ccc(-c2nn(CCC(=O)O)cc2/C=C2\SC(N)=NC2=O)cc1OC	2	4	104	91	102	-6	1	6
10	COc1ccc2c(c1)c(C(=O)CNc1nc(C)cs1)c(C)n2C	45	-6	97	98	98	-22	-13	-3
11	COc1cc(NC(=O)c2ccc(F)cc2)c(OC)cc1NC(=O)CN1CCOCC1	33	-6	93	91	93	-3	-1	-4
12	C=CC[C@@H](Cc1ccc(F)cc1)C(=O)OC[C@@H]1CCCN1C(=O)[C@H](CC=C)CC(=O)N[C@H](CO)Cc1ccccc1	1	nt	101	97	98	-10	2	nt
13	COc1ccccc1Nc1nc(-c2ccccc2O)nc2ccccc12	21	-10	105	102	104	2	-2	-3
14	COCCn1c(CN2CCC(Cc3ccccc3)CC2)nc2c1c(=O)n(C)c(=O)n2C	2	4	95	82	86	2	2	2
15	O=C(CSc1ccccc1)Nc1ccc(Cl)c(S(=O)(=O)N2CCOCC2)c1	1	nt	105	96	95	-1	-6	nt
16	Cc1ccc(C(=O)CC(Nc2ccc(F)cc2)c2ccccc2)cc1 (stereo unspecified)	-3	2	111	96	89	4	4	-1
17	CCOc1ccc(OC(=O)c2cccc(S(=O)(=O)N3CCN(C)CC3)c2)cc1	1	-16	101	106	102	-6	-16	-18
18	COc1ccc(/C=C(\NC(=O)c2ccc(Cl)cc2)C(=O)NCCCN2CCOCC2)cc1OC	0	-2	108	94	100	-11	12	-18
19	Oc1ccc(Br)cc1C1Nc2ccccc2S1 (stereo unspecified)	33	13	113	119	134	-3	-11	8
20	CN(C)S(=O)(=O)n1cc(/C=C(\NC(=O)c2ccccc2F)C(=O)NCCCN2CCOCC2)c2ccccc21	0	-6	104	90	103	4	2	-16
21	COC(=O)c1sc(=S)n(-c2cc(F)ccc2F)c1N	-1	0	96	110	105	-9	-8	5
22	Fc1ccc(CNC(=S)NCc2ccccc2)cc1	3	-6	102	90	94	-12	10	-15
23	CCc1cc(=O)oc2cc(OCC(=O)OC)c(Cl)cc12	2	-12	105	111	102	10	4	7
24	Cc1ccccc1OCCC(=O)Nc1ccccc1C(=O)NC1CC1	13	-12	97	99	97	0	0	-11
25	O=C(NCCN1CCOCC1)c1ccc(/C=C2\Sc3ccccc3N(Cc3ccc(F)cc3)C2=O)cc1	2	16	100	102	117	-1	-3	5
26	CCC(C)[C@H](NC(=O)Nc1ccc(Oc2ccccc2)cc1)C(=O)O (stereo partly specified)	-2	1	104	101	99	3	7	-12
27	O=C(Nc1ccc(Cn2nnc3ccccc32)cc1)c1ccco1	-2	-1	14*[may fluoresce violet]	77[may fluoresce violet]	294*[may fluoresce violet]	4	2	2
28	Cc1cccc(COCC(Cc2ccccc2)N2CCN(C(=O)c3ccc(Cl)c(Cl)c3)CCC2=O)c1 (stereo unspecified)	3	7	98	121	92	-1	1	-4
29	CC1(C)NC(=O)NC2(C)NC(=O)NC(C)(C)C12 (stereo unspecified)	6	-10	100	100	99	1	6	-4
30	C(=N\Nc1nc(N2CCCCCC2)nc(N2CCCCCC2)n1)/c1ccccc1	4	5	101	96	95	3	1	3
31	O=C(CSc1nnc(NC2CC2)s1)NN1C(=O)NC2(CCCCC2)C1=O	2	-4	97	97	102	3	3	nt
32	Cc1nn(Cc2ccccc2)c(C)c1NC(=O)CSc1nc(C2CC2)nc2c1cnn2-c1ccccc1	0	-21	100	97	99	-2	-5	-1
33	N/C(=N\OC(=O)c1cccs1)C1(c2ccc(Cl)cc2Cl)CC1	2	5	100	126	105	2	6	4
34	NC1=NC[C@@H](Cc2ccc(O)cc2)N1CC1CCCCC1	4	11	104	99	105	-6	3	-8
35	CSc1nsc(SCC(=O)Nc2ccc(OC(C)=O)cc2)n1	2	-2	109	112	108	0	3	-12
36	Cc1cc(/C=C(\C#N)C(=O)NC2CCCCCC2)c(C)[nH]1	7	-8	99	99	95	-5	-8	7
37	Cc1ccc(C(=O)NC(C)c2ccc(-n3ccnc3)cc2)c(C)c1 (stereo unspecified)	31	-3	100	98	96	1	-5	0
38	Cc1cccc(/C(N)=N/OC(=O)c2ccoc2C)c1	6	-2	103	116	106	1	-4	-14
39	Fc1cnc(Cl)nc1NC1CCCCC1	-1	-1	105	89	101	4	1	3
40	CC(=O)NCCn1c(SCc2cccc([N+](=O)[O-])c2)nc2ccccc2c1=O	-2	2	97	105	104	1	0	-7
41	O=C(Nc1cccnc1)c1cccc(S(=O)(=O)Nc2cccc(Cl)c2)c1	9	7	98	99	99	-1	7	nt
42	CN(CC(=O)Nc1ccc(N2CCOCC2)cc1)C(=O)c1cn(-c2ccccc2)nc1-c1ccccc1	6	-9	98	98	99	-3	-7	-21
43	COc1cccc(OCc2nnc(-c3cccs3)o2)c1	8	2	100	102	98	6	-4	-14
44	c1ccc(Nc2nc(N3CCNCC3)nc(N3CCOCC3)n2)cc1	0	-10	96	94	92	12	4	2
45	O=C(NCC1CCCO1)Nc1ccc2c(c1)OCO2 (stereo unspecified)	36	10	101	99	106	1	8	4
46	CSc1nc(O)c(C(c2ccc(C)cc2)c2c(O)nc(SC)[nH]c2=O)c(=O)[nH]1	-2	-24	106	100	106	6	-5	11
47	Cc1cccc2cc(CNCc3ccccc3)c(Cl)nc12	3	5	96	105	87	0	4	0
48	Clc1ccc(OCc2nnnn2-c2ccccc2)cc1	6	3	98	94	101	-7	-9	-11

In the list so far, ten contain a Cl atom.
No.	SMILES	AHR activator	ZTA DNA inh	RPL19A-GFP yeast	LAP4 TOR yeast	MEP2-GFP yeast	proCasp7 act	procasp3 activ	EBNA-1 inh
6	Cc1csc(=O)n1CCC(=O)OCc1nnc(-c2ccccc2Cl)o1	2	nt	96	105	102	-4	-8	nt
15	O=C(CSc1ccccc1)Nc1ccc(Cl)c(S(=O)(=O)N2CCOCC2)c1	1	nt	105	96	95	-1	-6	nt
18	COc1ccc(/C=C(\NC(=O)c2ccc(Cl)cc2)C(=O)NCCCN2CCOCC2)cc1OC	0	-2	108	94	100	-11	12	-18
23	CCc1cc(=O)oc2cc(OCC(=O)OC)c(Cl)cc12	2	-12	105	111	102	10	4	7
28	Cc1cccc(COCC(Cc2ccccc2)N2CCN(C(=O)c3ccc(Cl)c(Cl)c3)CCC2=O)c1 (stereo unspecified)	3	7	98	121	92	-1	1	-4
33	N/C(=N\OC(=O)c1cccs1)C1(c2ccc(Cl)cc2Cl)CC1	2	5	100	126	105	2	6	4
39	Fc1cnc(Cl)nc1NC1CCCCC1	-1	-1	105	89	101	4	1	3
41	O=C(Nc1cccnc1)c1cccc(S(=O)(=O)Nc2cccc(Cl)c2)c1	9	7	98	99	99	-1	7	nt
47	Cc1cccc2cc(CNCc3ccccc3)c(Cl)nc12	3	5	96	105	87	0	4	0
48	Clc1ccc(OCc2nnnn2-c2ccccc2)cc1	6	3	98	94	101	-7	-9	-11

Screening results from PubChem.
